# Screens as filed in PubChem.
# GALR2 antag = GALR2 (human) receptor antagonism; O43603; GALR2-expressing cells, antagonist mode; inhibition, % at 4 µM; 0.39% of 140,000 active; AID 828; in the data active = inhibition above about 27%;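 also: cells stimulated with galanin 1-16 at roughly its EC80; 0% = agonist challenge control and 100% = basal control without agonist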
# Target sequence (O43603 whole entry, looked up): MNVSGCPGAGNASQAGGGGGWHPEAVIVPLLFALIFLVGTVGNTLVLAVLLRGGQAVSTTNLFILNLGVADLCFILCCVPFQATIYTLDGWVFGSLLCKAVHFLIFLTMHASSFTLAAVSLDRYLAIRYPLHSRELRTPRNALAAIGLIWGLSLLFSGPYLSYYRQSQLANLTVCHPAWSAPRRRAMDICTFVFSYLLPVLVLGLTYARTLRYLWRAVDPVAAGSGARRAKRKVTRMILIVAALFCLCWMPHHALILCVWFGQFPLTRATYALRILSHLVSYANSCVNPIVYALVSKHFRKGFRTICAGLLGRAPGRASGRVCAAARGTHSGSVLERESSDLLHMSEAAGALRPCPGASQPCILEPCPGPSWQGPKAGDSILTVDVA
# NPY-Y2 antag = NPY-Y2 (human) receptor antagonism; P49146; inhibition, % at 2.7 µM; NPY-Y2 expressing cells, antagonist mode; 0.99% of 140,000 active; in the data active = inhibition above about 17%;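 also: 0% = vehicle with agonist challenge and 100% = reference antagonist with challenge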
# Target sequence (P49146 whole entry, looked up): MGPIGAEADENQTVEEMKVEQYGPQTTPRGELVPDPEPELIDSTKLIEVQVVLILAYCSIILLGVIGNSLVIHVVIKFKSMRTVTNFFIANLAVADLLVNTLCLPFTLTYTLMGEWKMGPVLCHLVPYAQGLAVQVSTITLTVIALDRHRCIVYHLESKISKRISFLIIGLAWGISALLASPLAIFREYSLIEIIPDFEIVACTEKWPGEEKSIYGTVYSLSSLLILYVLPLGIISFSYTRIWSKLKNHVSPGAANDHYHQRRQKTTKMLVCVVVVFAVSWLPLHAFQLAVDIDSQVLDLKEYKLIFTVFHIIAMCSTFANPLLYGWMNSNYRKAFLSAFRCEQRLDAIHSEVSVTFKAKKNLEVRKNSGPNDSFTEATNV
# PTEN del growth = PTEN-deleted cell growth suppression; 1.2% of 140,000 active; HCT116 PTEN-null viability, CellTiter-Glo, 60 h; stronger effect = lower value; AID 827; viability, % at 10 µM;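 active = viability at or below a set limit, 4 SD under the median of all tested compounds, cut at about 3.7% in these data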;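 also: PTEN knockout HCT116 line with beta catenin targeted HCT116 as companion control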
# Yeast life ext = extends the lifespan of yeast. S. cerevisiae growth with nicotinamide, OD615; deaD strain in restrictive glucose medium. inhibition of the nicotinamide effect, % at 10 µM. 0.68% of 130,000 active;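 active = inhibition above a set limit, placed 3 SD over the median of all compounds, cut at about 26% in these data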;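 also: 0% = nicotinamide-treated wells and 100% = cells grown without nicotinamide; some compounds called inactive have numbers as strong as hits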
#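 Buffer or medium: CSMM-D glucose medium, restrictive; test system: modified budding yeast, DeaD strain; compound: single dose 10 µM compound, 0.25% DMSO; schedule: culture preincubation 4 h, compound exposure 48 h, both 30 °C; detection: optical density (absorbance) at 615 nm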
# Measles CPE = protection of cells from measles virus; Measles virus-infected cells, CPE protection, absorbance; protection (pct of control), % at 4 µM; 1.5% of 140,000 active; AID 841; in the data active = protection mostly above about 24%, no sharp cut-off; inactive = mostly below about 26%; also: some compounds called inactive have numbers as strong as hits
# bCat KO growth = beta-catenin-lacking colon tumor cell growth suppression; AID 818; 1.5% of 140,000 active; HCT116 beta-catenin knockout viability, CellTiter-Glo, 60 h; stronger effect = lower value; viability, % at 10 µM;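 active = viability at or under a set limit, the compound median less 4 SD, cut at about 6% in these data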;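 also: 0% = Hyamine 1622 control at 20 µM and 100% = untreated cell control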
# E-sel TNF inh = blocks E-selectin expression induced by TNF alpha; HUVEC TNFa-induced E-selectin immunofluorescence, high content; inhibition, % at 2 µM; 0.71% of 120,000 active; AID 1246;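 active = inhibition above the batch mean plus 3 SD, and confirmed as a hit on visual image review, cut at about 43% in these data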;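 also: 0% = TNF-stimulated DMSO wells and 100% = unstimulated control wells; not every result past the cut was called active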
# BB579 growth dn = reduces growth of yeast BB579 in restrictive medium; 0.51% of 140,000 active; inhibition, % at 10 µM; S. cerevisiae BB579 growth, OD615, 48 h;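 active = inhibition above a set limit, 3 SD over the mean compound inhibition, cut at about 44% in these data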; also: inactives centre near -24
#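 System: DeaD yeast strain BB579; buffer or medium: CSMM-D dextrose restrictive medium; technique: OD at 615 nm; schedule: 4 h cell preincubation, 48 h compound exposure, 30 °C humidified; doses: single 10 µM dose; controls: amphotericin B 10 µg/mL, positive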
# Phagocyt inh = inhibitors of macrophage phagocytosis. inhibition, % at 5 µM. 0.07% of 110,000 active. AID 1029. J774A.1 macrophage IgG-bead phagocytosis, imaging;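 active = inhibition above the mean of the plate negative controls plus 5 SD, cut at about 13% in these data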;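 also: phagocytic index as fraction of beads internalized from green versus red external bead signal; plate controls were DMSO negative control for no effect and cytochalasin-D positive control for full effect; some results beyond the cut were filed as inactive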
# MRP1 act = MRP-1 activation. H69AR cells + doxorubicin, viability rescue, CellTiter-Glo. viability increase, % at 10 µM. 0.61% of 140,000 active;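 active = viability gain under doxorubicin at or above a set limit, the compound median plus 3 SD, cut at about 4.7% in these data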;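 also: MRP-1 overexpressing cells given doxorubicin 25 µM after compound pretreatment; 18-22 h compound pretreatment then 72 h with doxorubicin before readout; 0% = doxorubicin-only wells and 100% = vehicle-treated cells without doxorubicin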
# * marks the source's active call; other numbers are inactive results; . = no result given.
SMILES,GALR2 antag,NPY-Y2 antag,PTEN del growth,Yeast life ext,Measles CPE,bCat KO growth,E-sel TNF inh,BB579 growth dn,Phagocyt inh,MRP1 act
O=C(Nc1ccccc1)O/N=C(\c1ccccc1)c1ccccn1,5,2,96,-4,4,91,-3,17,-3,-0.3
COc1ccc(OC)c(Nc2nc(C3CC3)nc3c2nnn3Cc2ccccc2)c1,-2,1,74,-19,66*,77,-7,-53,.,-1.6
O=C(OCCCC(=O)N1CCOCC1)c1ccccc1,-8,-1,85,-7,4,87,-14,7,0,0.3
Cc1ccc(S(=O)(=O)CCc2nnc(NC(=O)c3ccccn3)s2)cc1,3,0,54,10,11,54,.,-26,-1,-2.7
CCCOc1ccc(Cn2ccnc2)cc1[N+](=O)[O-],-12,3,88,4,9,91,40,-13,1,-1.2
CC1=C(/C=C/C(C)=C/C=C/C(C)=C/C(=O)O)C(C)(C)CCC1,8,-1,93,6,14,107,.,-58,.,3.6
Cc1ccccc1-c1nc(-c2cccnc2)no1,2,3,103,-18,14,94,4,-28,-1,-2.0
CCCOc1ccc(N2C(=O)CC(N3CCC(C(=O)OCC)CC3)C2=O)cc1 (stereo not given),-5,-1,95,-6,4,95,-36,-48,0,1.2
O=C1NC(CCc2ccccc2)C(=O)N1Cc1ccccc1Cl (stereo not given),-18,8,94,0,9,82,4,-7,-4,-0.5
O=C1CC(c2ccccc2)n2nc(NC(=O)c3cccnc3)nc2N1 (stereo not given),-4,1,107,-4,15,96,.,-9,2,-0.4
COc1ccc(OCc2nc(N)nc(Nc3cccc(C)c3C)n2)cc1,5,0,104,8,6,91,-7,-45,1,-2.3
COC(=O)CSc1nnc(-c2ccccc2O)n1-c1ccc(C)cc1,5,2,103,-1,5,100,-4,-22,-1,-2.7
Cc1[nH]c2ccccc2c1/C=N/NC(=O)C1CC1(c1ccccc1)c1ccccc1 (stereo not given),9,-4,3.4*,-2,7,2.7*,-42,-26,.,-4.7
COc1ccc(S(=O)(=O)N(CCc2ccccc2)CC(=O)O)cc1OC,-3,-2,108,-15,8,94,-22,8,0,0.5
Cc1ccc(S(=O)(=O)Nc2nc3ccccc3nc2NCc2ccco2)cc1,3,2,57,9,14,52,-14,-50,-1,-1.9
Cc1cccc[n+]1C1C(c2ccccc2)C(C#N)=C(C(=C=[N-])C#N)NC1(O)C1CC1 (stereo not given),5,3,85,-8,3,76,-4,-47,.,-2.8
CCCOc1ccc(N2C(=O)CC(N(CCc3ccc(S(N)(=O)=O)cc3)C(C)=O)C2=O)cc1 (stereo not given),-2,1,99,-24,4,96,2,0,.,-0.1
Cc1cccc(NC(=O)CSc2nnc(-c3ccncc3)n2C)c1,-9,1,102,-6,18,108,14,-30,-1,0.5
NNC(=O)COc1cccc2cccnc12,9,-1,111,.,8,101,-11,-31,.,1.2
COc1ccc(CSc2nnc(CNS(C)(=O)=O)o2)cc1,-1,0,91,-1,12,92,22,16,-1,-1.2
Cc1noc(C)c1COc1cccc(C(=O)Nc2ccc(OCc3ccccc3)cc2)c1,7,-2,67,-11,46,60,-19,-36,0,-2.6
C#CCNC(=O)/C=C/c1ccc(C)cc1,5,2,103,-5,6,95,-19,-31,.,1.1
COc1cccc(N/C(SCc2ccccc2C)=C(/C#N)C(=O)NCc2cccs2)c1,2,6,76,4,21,78,.,-66,-3,-3.5
COc1cc(-c2nc(-c3ccc(NC(=O)c4ccc5c(c4)OCO5)cc3)no2)cc(OC)c1OC,2,0,88,-5,7,87,4,-31,8,-4.5
CC1=CS/C(=C(/C#N)C(=O)NCc2ccco2)N1c1ccccc1,10,3,96,-3,3,106,.,-61,0,-0.7
SMILES,GALR2 antag,NPY-Y2 antag,PTEN del growth,Yeast life ext,Measles CPE,bCat KO growth,E-sel TNF inh,BB579 growth dn,Phagocyt inh,MRP1 act
Cc1cc(N2CCN(c3ccc(F)cc3)CC2)nc2cc(O)ccc12,4,7,89,-10,4,76,11,-17,0,-2.1
CCOc1ccc(S(=O)(=O)N(CC(=O)O)c2ccccc2)cc1,-6,3,110,-6,17,94,38,-19,1,0.2
CC(=O)NC1CC2CCCC(C1)N2CC(=O)Nc1ccccc1 (stereo not given),5,3,93,-10,3,120,.,-41,.,-0.4
CCCC(=O)c1cc(F)c(N2CCN(C(=O)OCC)CC2)cc1C,-6,0,90,-17,3,86,21,-14,-1,-1.4
N#Cc1ccc(N2CCCC2C(=O)O)c([N+](=O)[O-])c1 (stereo not given),7,2,92,-2,11,99,8,-44,.,-1.1
CCOC(=O)C(C(=O)OCC)C(C)(C)/C(C)=N\Nc1ccc([N+](=O)[O-])cc1[N+](=O)[O-],12,0,77,1,31,85,.,-18,-6,-1.7
COc1cccc(OCC(=O)Nc2ccccc2C(N)=O)c1,-6,2,102,-4,8,117,6,-49,1,-0.7
COc1ccc(NC(=O)c2c(F)c(F)c(F)c(F)c2F)cc1Cl,-5,9,83,-14,4,82,29,-6,-3,-4.9
O=C(NCc1cccnc1)c1cn(-c2ccccc2)nc1-c1cccs1,8,0,75,-28,16,71,-20,-33,0,-5.5
O=C(/C=C/c1cccc(Cl)c1)Nc1ccncc1,7,0,79,-25,0,80,-30,-44,-2,-3.3
O=C(NCCN1CCN(Cc2ccccc2)CC1)C1CC(=O)N(C2CCCC2)C1 (stereo not given),-8,1,97,-5,26,96,-4,-10,.,-1.8
O=C(/C=C/c1ccc2c(c1)OCO2)NCCSCc1ccc(Cl)cc1Cl,8,19*,63,-9,3,59,7,-27,0,-0.3
COc1ccccc1NC(=O)CCSc1nnnn1C,-6,3,96,-4,10,99,14,-25,0,-2.3
Cc1nn(Cc2c(F)c(F)c(F)c(F)c2F)c(C)c1NC(=O)c1nn(C)cc1[N+](=O)[O-],14,2,95,-7,24,88,-29,-35,0,0.2
Cc1cc(NC(=O)CC23CC4CC(C2)CC(CC(=O)Nc2cc(C)on2)(C4)C3)no1,-4,3,98,-2,6,102,-21,-33,0,-1.6
O=C(CCn1c(=O)oc2ccccc21)N1CCN(c2ccccc2Cl)CC1,0,13,30,-1,9,30,0,-26,.,-3.6
COc1ccc(CCNC(=O)C(=O)NCc2ccccc2)cc1OC,-1,2,33,4,5,27,-10,-40,.,-4.6
Cc1ccc(NCCNc2ccc(C)cc2)cc1,3,3,114,-6,15,103,-2,-18,-1,0.2
COC(=O)c1cc2ccsc2n1CC(=O)N1CCCc2ccccc21,9,3,89,-12,2,82,-13,-35,2,-2.5
Nc1nc(SCc2ccc([N+](=O)[O-])cc2)c2ncn(C3OC(CO)C(O)C3O)c2n1 (stereo not given),5,2,91,1,6,90,.,-9,.,-2.4
CN(CC(=O)NCc1cccnc1)S(=O)(=O)c1ccc2c(c1)c(=O)n(C)c(=O)n2C,-1,0,89,-10,16,95,-1,-14,0,-0.6
CCOc1cc(/C=C(\C#N)C(N)=O)ccc1OS(=O)(=O)c1ccccc1,26,2,88,4,8,85,.,-50,-13,-4.0
Cc1ccc(-c2cc(C(F)(F)F)n3nc(C(=O)NCCCn4ccnc4)cc3n2)cc1C,-18,1,98,-18,4,104,-42,-6,0,-1.1
COc1ccc(C(=O)CSc2nnc(CN3CCCCC3)n2-c2ccc(Cl)cc2)cc1OC,-8,4,72,3,2,80,.,-45,-11,-2.2
O=C(CSc1ncn(-c2ccccc2)n1)Nc1nc2ccccc2s1,-6,4,56,-19,3,72,-4,-19,-3,-3.4

# Whole records, looked up by structure:
# Profile of N#Cc1ccc(N2CCCC2C(=O)O)c([N+](=O)[O-])c1 (stereo not given) = GALR2 antag: 7; NPY-Y2 antag: 2; PTEN del growth: 92; Yeast life ext: -2; Measles CPE: 11; bCat KO growth: 99; E-sel TNF inh: 8; BB579 growth dn: -44; Phagocyt inh: .; MRP1 act: -1.1
# Profile of COc1ccccc1NC(=O)CCSc1nnnn1C = GALR2 antag: -6; NPY-Y2 antag: 3; PTEN del growth: 96; Yeast life ext: -4; Measles CPE: 10; bCat KO growth: 99; E-sel TNF inh: 14; BB579 growth dn: -25; Phagocyt inh: 0; MRP1 act: -2.3

# Further compounds:
SMILES,GALR2 antag,NPY-Y2 antag,PTEN del growth,Yeast life ext,Measles CPE,bCat KO growth,E-sel TNF inh,BB579 growth dn,Phagocyt inh,MRP1 act
Cc1ccc(COc2cccc3c2CCN(Cc2ccc(F)cc2)C3=O)cc1,-9,13,97,2,5,96,14,9,1,5.0*
Cc1cc2cc(CCNC(=O)c3ccc(Br)o3)c(=O)[nH]c2cc1C,2,2,91,-16,13,91,.,-24,-1,-0.2
c1ccc(-n2nnnc2-n2ccnc2)cc1,-23,2,79,1,12,89,-13,-39,.,-0.6
CC(=O)NCC(=O)OCC(=O)c1ccc(C)cc1,-36,4,86,-8,25,82,36,-25,0,-0.9
COc1ccc(S(=O)(=O)NCC(=O)N(CC(=O)NCC2CCCO2)c2c(C)cccc2C)cc1 (stereo not given),-4,1,101,-5,4,99,9,-75,-1,-1.2
O=C1CC(=O)C(n2cncn2)C(c2c(F)cccc2Cl)C1 (stereo not given),-1,1,109,-11,12,108,16,0,0,0.1
CC(O)Cc1nsc(NC(=O)c2ccc(Br)o2)n1 (stereo not given),7,3,91,-11,-1,94,-17,0,-1,0.3
CC(=O)c1ccc(N2CCN(C(C)C(=O)NC3CCCc4ccccc43)CC2)cc1 (stereo not given),2,4,57,-3,.,59,.,-20,-16,-1.6
c1coc(CN2CCN(C(c3cccs3)c3nnnn3C3CCCC3)CC2)c1 (stereo not given),15,8,96,11,6,94,2,-73,-5,-1.4
COc1cccc2cc(C(C)N(CCCN3CCOCC3)C(=O)Nc3ccc(Cl)cc3)oc12 (stereo not given),-2,5,52,2,11,50,.,-7,-2,-5.2
S=C(NCCN1CCOCC1)Nc1cccc(Cl)c1,-1,1,84,5,10,90,-5,-50,-4,-4.4
CCOc1cc(CNC(=O)CN2C(=O)c3ccccc3S2(=O)=O)ccc1OC,12,-1,99,-2,6,108,-61,0,-2,1.7
COc1ccc(/C=C2\SC(=S)N(CCC(=O)NC3=NCCS3)C2=O)cc1OC,7,1,91,4,15,93,.,-51,-10,-2.4
CCOC(=O)c1c(NC(=O)c2cccnc2Cl)sc(C(=O)N(C)C)c1C,2,-2,88,26,17,84,20,-1,-3,-2.5
Cc1ccc(-n2nnc3c(=O)n(CC(=O)N4CCCC4)cnc32)cc1,-3,2,98,-13,10,93,.,-41,.,-0.8
O=C(CN(Cc1ccco1)C(=O)CNS(=O)(=O)c1ccccc1)NC1CCCCC1,-4,1,107,2,8,119,.,-59,.,-0.8
Cc1ccc(C)c2c1[nH]c1ccccc12,-4,-2,102,-13,11,107,8,-31,0,-2.2
O=C1NC(=Nc2ccc(Cl)cc2)SC1Cc1cc(Cl)ccc1Cl (stereo not given),0,3,100,-4,7,102,-13,-3,-10,6.9*
CCOC(=O)C(=O)Nc1cc([N+](=O)[O-])ccc1C,-3,0,95,-3,22,90,.,-19,-6,-1.6
CCC(C)NC(=O)CN(C)S(=O)(=O)c1ccc2c(c1)c(=O)n(C)c(=O)n2C (stereo not given),3,0,107,-6,3,92,-17,-30,0,-1.2
FC(F)(F)C1CC(c2cccs2)Nc2ncnn21 (stereo not given),-1,2,101,-3,22,106,6,-79,2,-0.4
